Eya2 phos inh = blocks the phosphatase activity of human Eya2. O00167. recombinant Eya2, OMFP fluorescence dephosphorylation (OMFP is methylfluorescein phosphate). Potency, µM (top dose mostly 76.9 µM), without a hit: at the highest dose activity, negative = inhibition, most hits filed as inhibitors. 330,000 compounds, 0.006% hits. AID 488837; note: potency is the fitted concentration of half-maximal effect; % is set by controls: 0 for no effect and ±100 for the full control effect
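Eya2 (0.2 uM) preincubated 10 min at ambient with compound, then OMFP substrate added at 50 uM; 10 min reaction in 50 mM HEPES pH 7.5, 50 mM NaCl, 5 uM MgCl2, 0.05% BSA, 1 mM DTT. Fluorescence read at Ex 485/Em 525 nm.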
ELG1 genotox = induces genotoxicity in HEK293T cells with luciferase-tagged ELG1; AID 504466; Potency, µM (series often up to 46 µM), inactives show top-dose activity change, positive = activation, actives largely listed as activators; HEK293T ELG1-luciferase reporter, luminescence, 16 h; 330,000 compounds, 1.3% hits; note: potency is the fitted concentration of half-maximal effect; % of control where 0% means no effect; nearly all actives have a fitted effect of over 60% in size
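Reporter readout depends on ELG1 protein level, which increases with genetic stress. After 16 hr compound exposure at 37 °C, luciferase activity was quantified using ONE-Glo.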
BRCA1 expr up = increases BRCA1 expression. MCF7-BRCA1-FFLuc reporter, luminescence, 48 h; response scale: scaled: vehicle 0%, 10 µM genistein 100%. Potency, µM (highest dose often 46.1 µM), inactives show at the top dose activation, actives largely listed as activators. 380,000 compounds, 1.1% hits; note: potency is the fitted concentration of half-maximal effect; nearly all actives have a fitted effect of over 80% in size; some results filed as inactive show a strong effect at the top dose
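Using MCF7 cells harboring a BRCA1 firefly luciferase reporter, plated 2 h before compound pinning, the screen measured luminescence after 48 h incubation. Responses were normalized to DMSO and 10 microM genistein, then fitted for concentration-effect.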
TRPV1 ag = human TRPV1 agonism; Q8NER1; TRPV1-expressing cells, Fluo-8 calcium influx, agonist mode; activation, % at 8.33 µM; 320,000 compounds, 0.19% hits; in the data active = activation above about 80%; inconclusive = between about 30% and that limit; note: 0% is about no effect
Target sequence (Q8NER1 whole entry, looked up): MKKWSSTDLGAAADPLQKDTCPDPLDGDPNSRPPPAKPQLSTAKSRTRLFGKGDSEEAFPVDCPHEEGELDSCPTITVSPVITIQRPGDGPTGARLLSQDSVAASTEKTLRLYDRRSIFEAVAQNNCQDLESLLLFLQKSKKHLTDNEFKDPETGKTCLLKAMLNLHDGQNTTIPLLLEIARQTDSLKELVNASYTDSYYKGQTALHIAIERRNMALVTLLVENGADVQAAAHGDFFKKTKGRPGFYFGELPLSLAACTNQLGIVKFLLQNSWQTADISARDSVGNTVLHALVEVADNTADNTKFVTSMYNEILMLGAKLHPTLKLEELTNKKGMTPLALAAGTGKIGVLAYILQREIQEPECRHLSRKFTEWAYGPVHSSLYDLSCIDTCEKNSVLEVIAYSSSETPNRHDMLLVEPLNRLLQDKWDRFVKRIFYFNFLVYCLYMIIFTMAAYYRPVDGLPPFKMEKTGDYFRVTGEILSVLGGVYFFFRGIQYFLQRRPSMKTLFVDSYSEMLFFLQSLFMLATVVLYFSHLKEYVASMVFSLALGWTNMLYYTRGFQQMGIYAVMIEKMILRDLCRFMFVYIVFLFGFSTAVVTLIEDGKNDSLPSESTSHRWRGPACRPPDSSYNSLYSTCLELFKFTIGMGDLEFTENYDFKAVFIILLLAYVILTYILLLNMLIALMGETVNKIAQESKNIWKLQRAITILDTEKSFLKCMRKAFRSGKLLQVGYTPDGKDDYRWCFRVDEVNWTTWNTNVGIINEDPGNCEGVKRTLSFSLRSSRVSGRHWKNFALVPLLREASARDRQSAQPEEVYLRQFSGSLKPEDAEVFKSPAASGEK
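Fluo-8 calcium influx in TRPV1-expressing cells, kinetic read (ex 480/em 520 nm). Compound added and read 3 min for agonist activity, followed by capsaicin at EC20 final and 2 min further read for enhancement.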
USP2a block = USP2a (human) protease inhibition. 330,000 compounds, 0.01% hits. Potency, µM (series often up to 38.3 µM), for inactives: at the highest dose activity change, negative = inhibition, usual class: inhibitors. USP2 core, Ub-CHOP2 coupled fluorogenic reporter, 485/531. O75604;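 note: potency is the fitted concentration of half-maximal effect; plate controls were DMSO wells for no effect and full inhibition by NEM control for full effect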
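Deubiquitinase activity read as fluorescence (485/531 nm) after Ub-CHOP2 cleavage activates the enterokinase reporter on its substrate; USP2 core 10nM, Ub-CHOP2 and substrate 25nM each, 30min compound preincubation then 60min RT; data normalized to NEM, curves fitted.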
B2AR arrestin = beta2AR (human) beta-arrestin recruitment activity. P07550. beta-arrestin recruitment to beta2AR, cell-based reporter. Potency, µM (doses to about 46.1 µM), without a hit: top-dose activation, hits mostly activators. 330,000 compounds, 0.02% hits. AID 492947;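 note: potency is the fitted concentration of half-maximal effect; 0% = DMSO controls and full agonism = EC100 isoproterenol or metaproterenol; nearly all actives have a fitted effect of over 65% in size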
uPA generation = blocks generation of uPA at the cell surface; 330,000 compounds, 0.31% hits; cell surface uPA generation assay, qHTS; AID 540303; Potency, µM (top dose mostly 38.3 µM), without a hit: top-dose activity change, negative = inhibition, hits mostly inhibitors; active = well fitted inhibition curve with a large enough effect; inconclusive = small, poorly fitted or top-dose-only effect; inactive = no such curve, though single readings can be large or run the other way; tested in mouse RAW 264.7 cells; note: potency is the fitted concentration of half-maximal effect; % is set by controls: 0 for no effect and ±100 for the full control effect; nearly all actives have a fitted effect of over 55% in size
ASM inhibitor = inhibitors of human secretory acid sphingomyelinase. P17405. placental ASM, HMU-PC fluorogenic substrate, 60 min. Potency, µM (series often up to 57.5 µM), inactives show top-dose activity change, negative = inhibition, actives largely listed as inhibitors. 340,000 compounds, 0.006% hits. AID 504937; note: potency is the fitted concentration of half-maximal effect
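qHTS format. ASM enzyme prepared from human placenta hydrolyses the fluorogenic substrate HMU-PC0 (9 uM final) over 60 min at 37 °C after a 10 min compound preincubation.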
Integrin act MD = integrin-mediated muscular dystrophy alleviation activation; alpha7betagal myoblasts, beta-gal FDG fluorescence, 48 h; Potency, µM (series often up to 38.3 µM), without a hit: top-dose activation, hits mostly activators; 350,000 compounds, 0.064% hits;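 note: potency is the fitted concentration of half-maximal effect; 100% = response of the positive control SU9516; nearly all actives have a fitted effect of over 60% in size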
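Alpha7betagal+/- myoblasts (passage 13) were plated 16-24 hr, then exposed to compounds (1:260 dilution of DMSO stock) for 48 hours at 37C. After MPER lysis, β-galactosidase reporter activity was read as FDG fluorescence (ex 480/em 540) after 30 minutes.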
TSG101-PTAP inh = blocks PTAP/TSG101 interaction to inhibit HIV-1 budding. Fluorescence polarization, FITC-PTAP peptide / Tsg101 binding. Potency, µM (highest dose often 115 µM), for the others: at the highest dose activity change, negative = inhibition, hits mostly inhibitors. 340,000 tested, under 10 active. AID 493005; active = well fitted inhibition curve with a large enough effect in the main read-out, with a control signal flat, not every such curve was filed as active; inconclusive = small, poorly fitted or top-dose-only effect, or effect the other way, or a change in a side signal; inactive = no such curve, though single readings can be large or run the other way; note: potency is the fitted concentration of half-maximal effect; % of control where 0% means no effect
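Fluorescence polarization binding of Tsg101 binding domain (10 uM final) to FITC-labeled PTAP peptide (50 nM final) in HEPES pH 7.5 buffer with NaCl, Tween 20, EDTA, TCEP. Compounds added before peptide; binding 20 min at RT.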
p53 reactivation = re-activators of mutant p53; AID 504706; H1299 p53-A138V BP100-luciferase reporter, luminescence, 24 h; Potency, µM (series often up to 92.2 µM), without a hit: at the highest dose activity change, positive = activation, most hits filed as activators; 320,000 compounds, 0.063% hits; note: potency is the fitted concentration of half-maximal effect; % of control where 0% means no effect; nearly all actives have a fitted effect of over 45% in size
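p53-null H1299 cells stably carrying temperature-sensitive p53-A138V and a BP100-luciferase reporter were pinned with compounds (4-point, 1:5 series) and held 24 hrs at 37 deg C. Luminescence was read 10 min after detection reagent.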
* hit, by the source's call; i = inactive; ? = inconclusive; / = not tested or not shown; [ ] = dose if it differs, or a comment. Unless noted, calls come from the whole dose curve; as a rule, active = well fitted curve in the direction sought with a large enough effect; inconclusive = small, poorly fitted or top-dose-only effect, or another doubt; inactive = no such curve, though single readings can be large; an effect the other way counts as inactive or inconclusive.

SMILES	Eya2 phos inh	ELG1 genotox	BRCA1 expr up	TRPV1 ag	USP2a block	B2AR arrestin	uPA generation	ASM inhibitor	Integrin act MD	TSG101-PTAP inh	p53 reactivation
O=C(Nc1cccc(C(F)(F)F)c1)C(SCCO)c1ccccc1 (stereo unspecified)	-1%	-1%	-24%	7	4%	-0.5%	2%	-1%	-13%	0%	-4%
CN(CC(=O)NCc1ccco1)C(=O)C1CC(=O)N(c2ccc3c(c2)OCCO3)C1 (stereo unspecified)	-11%	1%	10%	1	2%	0.1%	-7%	9%	29%	5%	-1%
COc1cccc(-c2nnn(CC(=O)Nc3ccc(C)cc3C)n2)c1OC	21%	-7%	-5%	8	1%	-0.9%	1%	1%	16%[7.66 µM]	-2%	-3%
CCCn1cnc2c(SCCc3ccccc3)nc(N)nc21	/	/	13µM*	/	/	/	-3%	-1%	-1%	1%	/
O=C(Nc1nccs1)C(Br)C(Br)c1ccccc1 (stereo unspecified)	6%	?	7%	11	1%	-1.0%	-9%	0%	-5%	0%	?
COC(=O)CCC(=O)OC1(C)C(=O)C2=CN(c3ccccc3)C(c3ccc(OC)cc3)=CC2=C(Br)C1=O (stereo unspecified)	/	/	0%	/	/	/	-1%	14%	20%	-2%	/
COc1ccc(Nc2nc(C(=O)N(CCO)Cc3ccccc3)cs2)cc1	4%	-12%	-24%	-4	3%	0.3%	6%	-6%	-25%	-5%	-3%
CN(C)C(CNC(=O)CCc1c[nH]c2ccccc12)c1ccccc1 (stereo unspecified)	-11%	0%	5%	7	0%	0.5%	-1%	-1%	14%	0%	-3%
CCCn1c(N)[n+](CC(=O)c2ccco2)c2ccccc21	15%	-3%	-3%	1	-6%	-0.3%	-13%	-1%	33%	-4%	-6%
COC(=O)c1c(-c2ccccc2)csc1NC1=NS(=O)(=O)c2ccccc21	5%	?	?	-15	-19%	-1.8%	-9%	-2%	5%	1%	?
CCOC(=O)C1CCN(C(=S)Nc2cc(OC)c(OC)cc2C(=O)OC)CC1	2%	3%	-12%	1	0%	-0.1%	/	-1%	-14%	-3%	7%
O=C1NC(Cc2ccccc2)C(=O)Nc2ccc(Br)cc21 (stereo unspecified)	-2%	-3%	-34%	-1	-1%	4.6%	15%	-3%	7%	-3%	/
Nc1nc(=S)c2[nH]c(=S)[nH]c2[nH]1	/	/	-19%	/	/	/	-8%	-2%	0%	-6%	/
Cc1ccc2[nH]c(=O)c(C3C(C#N)=C(N)Oc4c3ccc3cccnc43)cc2c1 (stereo unspecified)	-7%	9%	-85%	0	-10%	-0.1%	-9%	0%	-52%[inhibitor]	-7%	6%
Cc1ccc(CN2CCN(C3CCCC3)C(CCO)C2)s1 (stereo unspecified)	6%	-3%	-1%	1	4%	-0.3%	2%	4%	4%	-2%	-5%

More results follow:
SMILES	Eya2 phos inh	ELG1 genotox	BRCA1 expr up	TRPV1 ag	USP2a block	B2AR arrestin	uPA generation	ASM inhibitor	Integrin act MD	TSG101-PTAP inh	p53 reactivation
COCCOC(=O)C1=C(C)NC(=O)NC1c1cc2c(cc1Br)OCO2 (stereo unspecified)	16%	2%	-4%	-1	1%	0.4%	-3%	25%	-21%	-3%	-4%
CSCCC(NC(=O)c1ccccc1)C(=O)NCCc1ccccc1 (stereo unspecified)	-5%	0%	9%	-1	-1%	-0.1%	-8%	2%	-13%	-2%	0%
COc1ccc(S(=O)(=O)Nc2cccc(C)n2)c2ccccc12	-4%	-2%	-16%	1	1%	-0.1%	-7%	0%	-5%	-6%	7%
CC(=O)c1cccc(NS(=O)(=O)c2cc(OCC(N)=O)c(C)cc2Cl)c1	6%	-1%	2%	0	4%	0.2%	1%	2%	-7%	1%	-11%
CC(OC(=O)CC1Sc2ccccc2NC1=O)C(=O)NC1CCCC1 (stereo unspecified)	10%	5%	-22%	1	-1%	0.0%	8%	2%	1%	0%	-1%
CCOC(=O)c1c(C)[nH]c(C)c1S(=O)(=O)Nc1ccc(CN2CCCCC2)cc1	-3%	3%	-24%	0	4%	0.0%	-6%	3%	-12%	-6%	7%
CCc1cccc(NC(=O)CSCc2nc3sc(C)c(C)c3c(=O)[nH]2)c1	-7%	0%	-22%	4	0%	-0.5%	4%	6%	-22%	-5%	-4%
O=c1[nH]cnc2c1sc(=S)n2-c1ccccc1	6%	6%	-5%	-1	-1%	-0.2%	1%	2%	-11%	-2%	3%
Cc1cc2c(SCc3ccccc3Cl)nc(N)nc2nc1C	/	/	-40%	/	/	/	-5%	i	-2%	-2%	/
COc1ccc(S(=O)(=O)N2CCCCCC2)cc1NC(=O)Cc1ccccc1	-11%	-3%	-9%	5	-2%	0.3%	-1%	6%	7%	-1%	?
COc1ccccc1CN1CC(C(=O)NCCC2=CCCCC2)CCC1=O (stereo unspecified)	-6%	0%	11%	5	0%	0.0%	-7%	9%	-1%	-3%	-3%
CC(=O)N1c2ccc(S(=O)(=O)NCCC(=O)NCCc3ccc(Cl)cc3)cc2CC1C (stereo unspecified)	-5%	-2%	-2%	6	-4%	-0.1%	-19%	3%	-32%	-4%	-8%
Cc1cccc(NC(=O)C(C)n2cc([N+](=O)[O-])cn2)n1 (stereo unspecified)	-16%	1%	5%	-1	2%	-0.1%	2%	-1%	-30%	-1%	-1%
Cc1ccc(Cl)cc1-n1c(SCC(=O)NCCC2=CCCCC2)nc2n[nH]c(C)c2c1=N	-13%	7%	-27%	1	-5%	0.2%	-20%	-2%	-16%	-2%	-30%[inhibitor]
O=C(NC1CCCCC1)C(c1cccnc1)N(C(=O)c1csnn1)c1ccccc1F (stereo unspecified)	10%	1%	-6%	1	0%	-1.1%	2%	3%	-13%	-3%	1%

Following part
SMILES	Eya2 phos inh	ELG1 genotox	BRCA1 expr up	TRPV1 ag	USP2a block	B2AR arrestin	uPA generation	ASM inhibitor	Integrin act MD	TSG101-PTAP inh	p53 reactivation
COc1cccc(C(=O)c2c[nH]c(C(=O)NCc3cccnc3)c2)c1	-12%	-11%	-31%	1	7%	-1.0%	4%	-3%	6%	-1%	-2%
CCCN1C(=O)c2cc(C(=O)O)ccc2C1O (stereo unspecified)	8%	0%	36%	-5	2%	-0.3%	10%	1%	21%	0%	2%
O=C(Nc1cccc(C(F)(F)F)c1)/C(=C/c1ccco1)NC(=O)c1cccs1	22%	0%	-12%	9	0%	0.3%	8%	0%	23%	-3%	-4%
COc1cc2cc(CN(CCc3ccccc3C)C(=S)NCCCN3CCOCC3)c(=O)[nH]c2cc1OC	-9%	1%	-41%	0	-6%	2.5%	4%	11%	-22%	-6%	-3%
O=C(NC1CCCCC1)C1CC=CCC1C(=O)OCC(Cl)=C(Cl)Cl (stereo unspecified)	6%	-4%	-2%	22	-1%	0.4%	3%	3%	-18%	-3%	-5%
CC1(C)CC(=O)C=C(Nc2ccccc2NC(=O)c2cnccn2)C1	25%	-2%	-13%	-5	1%	0.0%	0%	-1%	7%	-5%	-3%
CC(=Nc1ccc2c(c1)nc(CO)n2C)C1=C(O)CC(C)(C)CC1=O	10%	4%	21%	0	6%	-3.3%	-2%	4%	0%	2%	8%
CCN1C[C@@H]2[C@@H]3C(=O)N(Cc4ccccc4)C(=O)[C@@H]3[C@](CC)(C1=O)N2C(=O)c1ccc(Br)cc1	/	/	-12%	/	/	/	-12%	1%	4%	3%	/
O=C(OCc1c(-c2ccccc2)ncc2ccccc12)c1ccc(Br)cc1	-1%	9%	13%	2	-1%	0.3%	12%	-13%	-2%	-2%	5%
O=C(c1ccc(Br)o1)N1CCN(c2ccc3nnc(-c4ccc(F)cc4)n3n2)CC1	3%	-16%	0%	9	-1%	-0.2%	7%	-6%	14%	-5%	6%
CCN(CC(=O)NCc1ccc(Cl)cc1)CC(=O)Nc1ccc(C(N)=O)cc1	3%	1%	-20%	1	0%	-0.3%	4%	3%	5%	-5%	1%
CCS(=O)(=O)N1Cc2ccccc2CC1C(=O)OCC(=O)N(C(C)C)C(C)C (stereo unspecified)	-9%	0%	-10%	1	-3%	-1.5%	1%	-2%	34%	-8%	-1%
CCCCc1cc(=O)oc2cc(C)cc(OCC(=O)N3C[C@H]4C[C@@H](C3)c3cccc(=O)n3C4)c12	?	10%	0%	1	0%	0.0%	-5%	-1%	3%	-5%	/
CSc1cccc(NC(=S)N2CCC(N(C)C3CCCCC3C)CC2)c1 (stereo unspecified)	9%	0%	-23%	-6	4%	0.1%	-1%	1%	-32%	-1%	4%

Screening results deposited in PubChem BioAssay by National Center for Advancing Translational Sciences (NCATS).
